# EPAC2 antag: EPAC2 (human) antagonism; Q8WZA2; EPAC2 GEF exchange of Rap1B-BODIPY-GDP, fluorescence; Potency, µM (series often up to 114 µM), for the others: top-dose activity, negative = inhibition, usual class: inhibitors; hit rate 0.18% among 360,000; also: potency is read from the fitted curve at half-maximal effect; % is scaled to controls: 0 for no effect and ±100 for the full control effect; nearly all actives have a fitted effect of over 45% in size; many of its hits are not listed in these tables
# Target sequence (Q8WZA2 whole entry, looked up): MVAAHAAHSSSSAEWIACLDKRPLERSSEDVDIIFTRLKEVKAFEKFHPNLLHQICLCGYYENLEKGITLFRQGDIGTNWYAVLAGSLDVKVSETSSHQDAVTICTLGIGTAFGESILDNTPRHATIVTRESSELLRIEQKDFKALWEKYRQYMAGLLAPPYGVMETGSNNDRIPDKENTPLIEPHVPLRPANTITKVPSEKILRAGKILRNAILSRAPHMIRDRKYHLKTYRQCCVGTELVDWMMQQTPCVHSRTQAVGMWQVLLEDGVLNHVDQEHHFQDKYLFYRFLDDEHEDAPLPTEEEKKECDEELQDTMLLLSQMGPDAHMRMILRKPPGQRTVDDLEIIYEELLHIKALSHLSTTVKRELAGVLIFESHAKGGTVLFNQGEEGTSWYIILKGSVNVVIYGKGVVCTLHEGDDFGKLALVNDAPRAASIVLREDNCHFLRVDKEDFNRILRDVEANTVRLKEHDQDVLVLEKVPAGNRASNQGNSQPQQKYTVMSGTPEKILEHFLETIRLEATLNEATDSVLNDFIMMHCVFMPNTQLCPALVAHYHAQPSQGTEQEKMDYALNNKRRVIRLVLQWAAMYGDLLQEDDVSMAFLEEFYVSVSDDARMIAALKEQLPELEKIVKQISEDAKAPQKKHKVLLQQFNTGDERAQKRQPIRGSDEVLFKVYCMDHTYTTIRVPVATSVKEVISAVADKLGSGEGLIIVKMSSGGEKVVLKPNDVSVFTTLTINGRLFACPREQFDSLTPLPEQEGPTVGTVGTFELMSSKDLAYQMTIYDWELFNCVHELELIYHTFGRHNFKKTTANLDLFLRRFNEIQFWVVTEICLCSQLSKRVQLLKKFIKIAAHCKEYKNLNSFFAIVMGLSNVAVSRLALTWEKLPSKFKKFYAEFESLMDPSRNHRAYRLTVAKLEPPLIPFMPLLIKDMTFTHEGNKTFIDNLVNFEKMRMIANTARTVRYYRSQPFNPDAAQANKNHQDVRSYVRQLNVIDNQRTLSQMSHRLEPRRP
# EPAC2 agonist: activates human EPAC2 exchange factor; Q8WZA2; EPAC2 activation, biochemical qHTS; response scale: 100% = 6.5 mM cAMP response; Potency, µM (highest dose often 154 µM), inactives show top-dose activation, actives largely listed as activators; hit rate 0.079% among 360,000; AID 720711; also: potency is read from the fitted curve at half-maximal effect; nearly all actives have a fitted effect of over 50% in size
#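 Nucleotide exchange monitored as fluorescence drop when BODIPY-GDP leaves Rap1B. Reaction: 100 nM EPAC2, 250 nM RAP1B-BODIPY-GDP, 50 uM GDP, room temperature, kinetic read over 30 min. Activity expressed relative to 6.5 mM cAMP.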
# D3 ag: D3 dopamine receptor (human) agonism; P35462; hit rate 0.58% among 410,000; max activation, %; D3R DiscoveRx beta-arrestin cells, luminescence, 90 min; in the data active = max activation above about 30%; also: 0% is about no effect; mostly tested at two doses, the higher about 12 µM
#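 Agonist mode: compounds and dopamine controls were applied to plated cells for 90 min at 37 degrees C after an overnight attachment at 1500 cells/well. Luminescent read-out followed 30 - 60 minutes at room temperature with DiscoveRx detection reagent.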
# FUS suppressor: suppressors of FUS proteinopathy in yeast; S. cerevisiae FUS-expressing, growth rescue, OD600, 24 h; hit rate 0.24% among 390,000; Potency, µM (doses to about 76.6 µM), for inactives: top-dose growth rescue (activation), hits mostly activators;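 also: potency is read from the fitted curve at half-maximal effect; plate controls were DMSO vehicle for no effect and reference control for full effect; nearly all actives have a fitted effect of over 55% in size; some results filed as inactive show a strong effect at the top dose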
#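 S. cerevisiae expressing FUS from galactose induction served as the toxicity model. Growth after 24hr at 30C, read as absorbance at 600 nm, indicates suppression of toxicity; compounds dosed at several concentrations.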
# DRD3 antagonist: antagonists of human D3 dopamine receptor; P35462; D3R cells, DiscoveRx beta-arrestin luminescence, antagonist mode; hits give low values; max response, negative = inhibition, %; hit rate 2.5% among 360,000; AID 652054; in the data active = max response below about -50%; inconclusive = no clear call, values can overlap the other calls; also: % is scaled to controls: 0 for no effect and ±100 for the full control effect; mostly tested at two doses, the higher about 12 µM
#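 Cells plated overnight at 1500 cells/well, then exposed to library compounds with dopamine controls for 90 minutes at 37 degrees C. DiscoveRx reagent added for 30–60 minutes at room temperature; luminescence read, quantitative HTS format.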
# TDP-43 yeast inh: inhibitors of TDP-43 toxicity in yeast | TDP-43 expressing yeast growth rescue, BacTiter-Glo, 24 h | Potency, µM (titrated, usually from 46.1 µM), inactives show top-dose growth rescue (activation), usual class: activators | hit rate 1.8% among 410,000; also: potency is read from the fitted curve at half-maximal effect; % of control where 0% means no effect; nearly all actives have a fitted effect of over 50% in size
#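 Cell-based yeast growth screen: TDP-43 expression induced in galactose, inoculum OD600=0.02 after raffinose pregrowth to mid-log. Read-out BacTiter-Glo luminescence at 24 hr, 30 deg C; inhibition of toxicity seen as signal increase.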
# Abeta rescue: compounds reversing amyloid beta toxicity in yeast. AID 1347071. Potency, µM (titrated, usually from 46.1 µM), for inactives: top-dose growth rescue, actives largely listed as activators. hit rate 0.063% among 410,000. yeast expressing A-beta42, growth rescue, OD600, 48 h; response scale: 0% DMSO, 100% iron-clioquinol control; also: potency is read from the fitted curve at half-maximal effect; nearly all actives have a fitted effect of over 55% in size
#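 Yeast A-beta toxicity model in growth medium with pinned compounds, 48 h at 30 C; growth read as absorbance at 600 nm. Normalized to FeCl3/clioquinol equimolar mix (positive) and DMSO (negative).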
# aSyn rescue: inhibitors of alpha-synuclein toxicity in yeast | Yeast expressing alpha-synuclein, growth rescue, BacTiter-Glo, 24 h | Potency, µM (series often up to 46.1 µM), for the others: at the highest dose growth rescue (activation), hits mostly activators | hit rate 0.14% among 370,000; also: potency is read from the fitted curve at half-maximal effect; % of control where 0% means no effect; nearly all actives have a fitted effect of over 65% in size
#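 Galactose-induced alpha-syn yeast (OD600=0.02, raffinose-pregrown) + pinned cpd, 24 hr, 30 deg C; growth by BacTiter-Glo luminescence. Growth restoration scores as activation.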
# * marks the source's active call; other numbers are inactive results; ? = inconclusive; . = not tested or not shown; & = joins results of further samples; [ ] = remark or other dose. Unless noted, calls follow the shape of the dose curve; as a rule, active = well fitted curve in the direction sought with a large enough effect; inconclusive = small, poorly fitted or top-dose-only effect, or another doubt; inactive = no such curve, though single readings can be large; an effect the other way counts as inactive or inconclusive.
SMILES,EPAC2 antag,EPAC2 agonist,D3 ag,FUS suppressor,DRD3 antagonist,TDP-43 yeast inh,Abeta rescue,aSyn rescue
OC(COC(c1ccccc1)c1ccccc1)CN1CCOCC1 (stereo not given),0%[57.1 µM],7%,-3,-6%,-10,-4%,-5%,-3%
COc1ccc2nc(NC(=O)c3cc(=O)c4ccccc4o3)sc2c1,.,.,-1,-20%,.,26%,-2%,.
Cc1sc(Nc2ccc([N+](=O)[O-])cc2)nc1-c1c(C)n(C)n(-c2ccccc2)c1=O,-4%,2%,1,0%,2,10%,15%,1%
COc1ccc([C@H]2CC(=O)C=C(c3ccc(SC)cc3)C2)cc1,2%,1%,-28,7%,?,8%,-6%,6%
NNC(=O)c1cc(C23CC4CC(CC(C4)C2)C3)[nH]n1,-7%,2%,1,7%,-5,-4%,6%,-1%
O=C(c1c(F)cccc1F)N(Cc1ccccn1)C1CC1,11%,3%,-15,10%,0,-21%,-8%,2%
Cc1ccccc1CNC(=O)C(=O)NCCC1CCCCN1S(=O)(=O)c1ccccc1 (stereo not given),4%,2%,1,.,-21,11%,4%,6%
C[C@@H]1CN([C@@H](C)CO)C(=O)CCCn2cc(nn2)CO[C@H]1CN(C)S(=O)(=O)c1cccc(C#N)c1,0%,2%,-1,-19%,17,10%,3%,1%
Cc1ccc(CN(C)C(=O)c2ccc(NS(=O)(=O)c3ccc4[nH]c(=O)[nH]c4c3)cc2)cc1,-3%,-4%,-4,17%,-2,17%,-6%,0%
CCN(CC)C(=O)Cn1cc(S(=O)(=O)CC(=O)N2CC(C)OC(C)C2)c2ccccc21 (stereo not given),9%,-1%,-7,10%,-12,0%,-1%,-2%
O=C(Nc1ccc(Oc2ccc(Cl)cc2)cc1)c1ncn[nH]1,-7%,-4%,-4,12%,13,1%,7%,-1%
O=C(NNC1=NCCCCC1)Nc1ccc(Cl)cc1,13%,20%,-12,2%,-11,-7%,-10%,-6%
COc1cc(Br)cc(C2C3=C(CCCC3=O)N(c3ccc(F)cc3)C3=C2C(=O)CCC3)c1O,8%,9%,10,35%,1,-13%[9.22 µM],?,4%
CC(=O)c1ccc(Nc2nc(-c3cccnc3)cs2)cc1,4%,3%,-12,8%,-22,-19%[1.82 µM],-1%,-5%
CCOc1ccc(CNC(=O)c2sc3nc(C)cc(C)c3c2-n2cccc2)cc1,.,.,-6,-6%,.,-22%,-11%,.
Cc1ccc(-n2c(SCC(=O)NCc3ccco3)nnc2-c2cccnc2)c(C)c1,-3%[57.1 µM],6%,-3,29%,-6,-5%,-11%,-1%
Nc1nnnn1/N=C/C(Br)=C/c1ccccc1,-4%,2%,-14,10%,-100*,15%,-8%,18%
NC(=NC(=O)c1cccc(C(F)(F)F)c1)c1ccc(C(F)(F)F)cn1,-15%,-5%,-14,?,?,8%,-2%,-7%
C=CCC(CC)C(=O)NC(=O)N1CCCc2ccccc21 (stereo not given),11%,7%,3,11%,8,-10%,3%,-9%
Clc1ccc(-c2nnc(SCc3nc4ccccc4[nH]3)o2)c(Cl)c1,4%[57.1 µM],-7%,-2,0%,-3,-1%,11%,-2%

# A few values from the entries so far.
# In Abeta rescue, CCN(CC)C(=O)Cn1cc(S(=O)(=O)CC(=O)N2CC(C)OC(C)C2)c2ccccc21 (stereo not given) has -1%
# In TDP-43 yeast inh, COc1ccc([C@H]2CC(=O)C=C(c3ccc(SC)cc3)C2)cc1 has 8%
# In FUS suppressor, C=CCC(CC)C(=O)NC(=O)N1CCCc2ccccc21 (stereo not given) has 11%

# Later entries.
SMILES,EPAC2 antag,EPAC2 agonist,D3 ag,FUS suppressor,DRD3 antagonist,TDP-43 yeast inh,Abeta rescue,aSyn rescue
COC(=O)c1cc(=O)n(CCc2ccccc2)c(=Nc2ccc(F)cc2)s1,3%,10%,-7,-10%,-19,9%,-10%,1%
O=C(NCc1ccccc1)c1ccccc1C(=O)c1ncc[nH]1,-4%,7%,3,17%,4,-11%[9.22 µM],-11%,1%
Cc1c(C(=O)N2CCCC2)c(S(=O)(=O)N2CCCCC2)c(C)n1C,3%,11%,1,-8%,-2,-10%,-1%,-10%
CCS(=O)(=O)c1ncc(Cl)c(C(=O)Nc2c(C(=O)Nc3cccc(C)c3)oc3ccccc23)n1,.,.,6,13%,.,14%,0%,.
CC(C)Oc1cc(C(=O)N2CCC(N3CCCCC3)CC2)ccc1Nc1nnc(Cl)c(Nc2ccccc2S(C)(=O)=O)n1,14%,-1%,-10,19%,0,15%,0%,0%
CC1CCCCN1CCCNC(=O)C1CCN(c2nnc(-n3cccc3)s2)CC1 (stereo not given),5%,6%,1,45%,-24,-20%,-2%,-1%
Cc1nnsc1C(=O)Nc1cccc(Cl)c1C,5%,9%,4,0%,6,6%,1%,1%
Cc1cnc(C(=O)OCC(=O)c2ccc(C)s2)cn1,6%,10%,1,-6%,13,-1%,-17%,-5%
CCOc1ccc(NC(=O)CN(C)S(=O)(=O)c2cnc[nH]2)cc1,-1%,0%,-1&-5,-30%&-3%,6,3%&9%,1%&-9%,1%
O=C(OCc1cc(=O)n2c(n1)sc1ccccc12)c1ccc(O)cc1O,9%,5%,17,3%,23,21%,19%,2%
CCCN(CC(=O)Nc1ccc(F)c(F)c1F)C(=O)C1CC(=O)N(Cc2ccccc2)C1 (stereo not given),8%,2%,-8,15%,-2,2%,2%,1%
O=C(NCc1cn2ccccc2n1)c1ccc(Br)o1,-9%,0%,-6,-16%,?,-3%,-3%,-7%
Cc1ccc(NC(=O)CSc2ncccn2)cc1S(=O)(=O)N1CCCCC1,-1%,-5%,3,-6%,18,0%,8%,0%
CCc1ccc(NC2=NC(C(=O)c3ccccc3)CC(=O)N2)cc1 (stereo not given),6%,12%,6,4%,17,15%,7%,7%
CN(CC(=O)NCc1ccco1)C(=O)C1CC(=O)N(c2ccc3c(c2)OCCO3)C1 (stereo not given),20%,13%,-6,0%,-17,-3%,-5%,-7%
Cc1ccc(CCNC(=O)CNS(=O)(=O)c2ccc3nc(C)sc3c2)cc1,7%,4%,4,29%,1,0%,8%,-3%
O=c1c(S(=O)(=O)c2ccc(Cl)cc2)cn(Cc2ccccc2F)c2ccc(F)cc12,12%,16%,0,-19%,19,4%,-13%,-1%
Cc1ccc(OCC(=O)N/N=C\c2ccc(C)o2)c([N+](=O)[O-])c1,5%,-13%,0,6%,21,-11%[9.22 µM],9%,12%
Cc1cc(C(=O)OCC(=O)c2ccc(Br)s2)no1,2%,-5%,12,21%,-4,-15%,-3%,-7%
CCN(CC)CCCNC(=O)CNC(=O)c1nn(-c2ccc(OC)cc2OC)c(=O)c2ccccc12,5%,1%,-9,-10%,0,11%,3%,2%
CC1CCCN(CCCNC(=O)Cn2ncc3c([nH]c4ccccc43)c2=O)C1 (stereo not given),.,.,-5,-1%,.,19%,-5%,.
Cc1c(C(=O)N(Cc2ccc(Cl)cc2)C2CCS(=O)(=O)C2)oc2ccccc12 (stereo not given),-15%,9%,24,?,-4,?,26%,?
O=C(C1CCCN(Cc2ccccc2F)C1)N1CCCC1 (stereo not given),-10%,-1%,-13,-17%,9,-3%,-5%,5%
O=c1[nH]n(Cc2ccccc2)c(=O)c2ccccc12,-5%,6%,2,-3%,16,13%,-8%,6%
Cc1ccc(NC(=O)c2ncn(CCCNCc3ccc4c(c3)OCO4)n2)cc1C,-1%,13%,-31,-3%,-12,3%,-7%,1%
CCn1c(SCC(=O)Nc2ccc(C(=O)OC)cc2)nnc1-c1cccs1,9%[57.1 µM],8%,5,11%,0,0%,7%,1%
C=CCN1CCN(C(CCC)c2nnnn2Cc2ccco2)CC1 (stereo not given),2%,4%,-4,14%,-5,-14%[0.397 µM],-19%,2%
COc1ccc(C(=O)NC2CCCc3c2cnn3-c2cc(F)cc(F)c2)c(OC)c1OC (stereo not given),-29%,5%,0,31%,4,16%,-12%,-16%
CCN1CCN(Cc2c3ccccc3cc3ccccc23)CC1,13%,4%,-8,30%,-21,4%,10%,5%
Cc1occc1C(=O)N/N=C/C1=C(N2CCOCC2)C(=C/c2ccc(Cl)cc2Cl)/CC1,-25%,-9%,7,.,9,-10%,-12%,1%
COc1ccccc1N1CCN(C(=O)C2CCN(C(=O)c3ccccc3C)CC2)CC1,-1%,2%,2,.,10,2%,3%,7%
Cc1ccc(S(=O)(=O)Nc2cccc(-c3ccc(N4CCC(C)CC4)nn3)c2)s1,.,.,3,?,.,13%,8%,.
CCn1cc(C(=O)NCc2ccco2)c(=O)c2cc(S(=O)(=O)N3CCCC3)ccc21,-9%,1%,18,9%,3,-19%[1.82 µM],8%,2%
CCc1ccccc1NC(=O)CN1CCN(CC(=O)NCc2ccc(Cl)cc2)CC1,5%,0%,7,5%,24,23%,-5%,0%
CCC(=O)N1N=C2CC(C)(C)OCC2C1c1ccccc1 (stereo not given),-1%,7%,-18,17%,0,-8%,1%,-3%
CNCCC=C1c2ccccc2C=Cc2ccccc21,-13%,-6%,-81,-24%,-77*,13%,6%,2%
O=C(COC(=O)C1CCN(S(=O)(=O)c2cccs2)CC1)Nc1ccc(F)c(F)c1F,-17%,-6%,0,18%,15,?,17%,3%
CC(NC(=O)CSc1ncccn1)c1ccc(Cl)cc1Cl (stereo not given),20%,-10%,-25,13%,-6,-20%[0.397 µM],-21%,2%
CCCCn1c(N)c(C(=S)NC(=O)CC(C)C)c(=O)n(C)c1=O,0%,-9%,1,21%,-7,?,?,-11%
COc1cccc(C(=O)COC(=O)COc2c(C)cc(C)cc2C)c1,-6%,6%,2,23%,28,0%,-1%,-1%
Cc1nn(Cc2ccccc2)c(Cl)c1C(=O)NCc1ccc(C)n1C,2%[57.1 µM],7%,0,?,21,9%,8%,7%
Cc1cccc(C(=O)NNC(=O)C(=O)NC(C)(C)C)c1,4%,1%,-1,29%,-16,4%,6%,-4%
O=C(Nc1ccnn1C1CCN(Cc2ccc(CO)o2)CC1)c1cccc(F)c1,1%,6%,-1,6%,?,14%,-8%,-1%
COc1cccc(CNC(=O)CCl)c1,1%,4%,-5,24%,3,-9%,-8%,-5%

# Profiles as entered above. Order of screens: EPAC2 antag, EPAC2 agonist, D3 ag, FUS suppressor, DRD3 antagonist, TDP-43 yeast inh, Abeta rescue, aSyn rescue
# O=C(COC(=O)C1CCN(S(=O)(=O)c2cccs2)CC1)Nc1ccc(F)c(F)c1F is listed with -17%, -6%, 0, 18%, 15, ?, 17%, 3%
# O=C(c1c(F)cccc1F)N(Cc1ccccn1)C1CC1 is listed with 11%, 3%, -15, 10%, 0, -21%, -8%, 2%

# Some of the compounds tested. The share of hits here may be higher or lower than overall.
